# From PubChem
# STAT1 activator – activators of IFN-gamma induced STAT1 signaling; AID 932; activation (% of control), % at 5.5 µM; 2.6% of 200,000 active; NIH 3T3 STAT1-luciferase reporter, luminescence; 100% = IFN-gamma alone, no compound;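 active means activation above the screen-wide mean activation plus 3 SD, cut at about 130% in these data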;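 further: raw ratio to IFN-gamma control signal so 100% means no change and 0% no light; values of inactives mirror those of a sister screen read the other way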
# STAT3 activator – STAT3 signaling activation; 0.91% of 190,000 active; activation (% of control), % at 5.6 µM; U3A cells, IL-6 STAT3-luciferase reporter, luminescence; 100% = signal with IL-6 EC80 alone;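 active means activation above the screen-wide mean of compound activation plus 3 SD, cut at about 130% in these data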;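 further: 0% = background luminescence of wells with medium and substrate only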
#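 Material: STAT3-luciferase reporter U3A cells; Probe or stimulus: IL-6 (33 ng/mL); Incubation: compound pre-incubation 1 h before IL-6, then 6 h stimulation at 37 °C; Technique: luminescence from STAT3-driven luciferase reporter; Evaluation: % activation versus median of IL-6-stimulated wells; Controls: IL-6-only high control.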
# APP 5'UTR act – APP 5'UTR luciferase reporter activation; SH-SY5Y APP 5'UTR luciferase reporter, luminescence; zero percent = DMSO vehicle wells; AID 1276; activation, % at 2 µM; 1% of 190,000 active;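 active means activation above a set limit, based on mean plus 3 SD of controls, cut at about 140% in these data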; further: values of inactives mirror those of a sister screen read the other way
# STAT3 blocker – inhibitors of IL-6 induced STAT3 signaling. U3A cells, IL-6 STAT3-luciferase reporter, luminescence; host cell line lacks STAT1. inhibition, % at 5.5 µM. 0.89% of 190,000 active. AID 862;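 active means inhibition above the mean inhibition across all screened compounds plus 3 SD, cut at about 44% in these data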;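 further: 0% = DMSO only wells and 100% = 100 µM nifuroxazide control wells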
# Efa HMGR inh – blocks class II HMG-CoA reductase of Enterococcus faecalis; purified E. faecalis HMGR, NADPH absorbance 340 nm kinetic; inhibition, % at 10 µM; 0.41% of 190,000 active; AID 1066;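 active means inhibition above a set limit, the median over all tested compounds plus 3 SD, cut at about 9.5% in these data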;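 further: enzyme runs in reverse so mevalonate oxidation gives rising NADPH absorbance; 0% = complete reaction with DMSO and 100% = background rate lacking mevalonate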
# DTT redox prof – compounds producing H2O2 with reducing agent – biochemical, NIH compound library profiling, artefact control for MLSCN library redox annotation, primary screen | activation, % at 10 µM | DTT-dependent redox cycling H2O2, phenol red/HRP absorbance; 100% = 100 µM peroxide control, 0% = buffer | AID 878 | 0.03% of 200,000 active;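 active means activation of at least 50% relative to the plate's high and low controls in the primary single-dose screen; inactive means activation below 50%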;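 further: compound incubated with DTT at 0.8 mM final as the reducing agent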
# TLR4 MyD88 comp – TLR4-MyD88 interaction inhibition in cells | inhibition, % at 8.4 µM | HeLa CL3-4 TLR4/MyD88 BLA complementation, FRET ratio | O00206+Q99836 | 0.18% of 200,000 active | AID 861; in the data active means inhibition above about 25%;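 further: 0% = vehicle and 100% = reference inhibitor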
# Target sequence (O00206 whole entry, looked up): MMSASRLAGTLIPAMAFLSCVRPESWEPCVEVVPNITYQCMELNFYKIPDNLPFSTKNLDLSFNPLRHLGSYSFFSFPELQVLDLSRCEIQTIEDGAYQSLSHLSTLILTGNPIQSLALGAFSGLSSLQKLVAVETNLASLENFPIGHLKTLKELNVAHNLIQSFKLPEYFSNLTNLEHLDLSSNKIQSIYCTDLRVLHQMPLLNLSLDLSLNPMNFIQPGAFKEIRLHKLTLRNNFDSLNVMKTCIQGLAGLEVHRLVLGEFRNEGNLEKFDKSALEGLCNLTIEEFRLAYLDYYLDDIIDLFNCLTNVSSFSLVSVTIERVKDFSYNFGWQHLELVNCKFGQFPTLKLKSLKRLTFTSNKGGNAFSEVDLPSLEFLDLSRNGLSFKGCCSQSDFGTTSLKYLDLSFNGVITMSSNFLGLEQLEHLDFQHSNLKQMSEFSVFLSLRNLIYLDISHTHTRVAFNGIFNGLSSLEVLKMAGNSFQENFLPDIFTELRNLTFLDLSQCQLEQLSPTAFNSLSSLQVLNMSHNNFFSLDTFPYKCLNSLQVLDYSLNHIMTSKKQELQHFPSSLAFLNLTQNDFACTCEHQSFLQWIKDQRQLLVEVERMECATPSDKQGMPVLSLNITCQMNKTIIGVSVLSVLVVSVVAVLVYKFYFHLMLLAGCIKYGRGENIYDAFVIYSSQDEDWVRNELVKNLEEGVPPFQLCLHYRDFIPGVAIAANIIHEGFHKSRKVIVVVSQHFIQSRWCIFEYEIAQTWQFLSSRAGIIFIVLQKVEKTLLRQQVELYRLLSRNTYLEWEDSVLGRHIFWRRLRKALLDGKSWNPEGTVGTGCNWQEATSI
# Target sequence (Q99836 whole entry, looked up): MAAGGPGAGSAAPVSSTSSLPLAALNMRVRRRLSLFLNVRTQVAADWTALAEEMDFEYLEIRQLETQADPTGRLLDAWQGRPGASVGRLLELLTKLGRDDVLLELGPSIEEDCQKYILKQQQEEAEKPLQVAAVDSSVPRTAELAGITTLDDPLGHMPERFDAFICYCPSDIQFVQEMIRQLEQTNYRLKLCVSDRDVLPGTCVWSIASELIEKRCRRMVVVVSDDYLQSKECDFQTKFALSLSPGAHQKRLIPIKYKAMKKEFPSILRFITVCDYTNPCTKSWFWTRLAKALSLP
# STAT1 blocker – inhibitors of IFN-gamma induced STAT1 signaling; AID 920; inhibition, % at 5.5 µM; NIH 3T3 STAT1-luciferase reporter, luminescence; 0.35% of 200,000 active;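 active means inhibition above a set limit, the mean inhibition across all tested compounds plus 3 SD, cut at about 34% in these data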;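 further: 0% = IFN-gamma with DMSO and 100% = IFN-gamma with 300 µM nifuroxazide; values of inactives mirror those of a sister screen read the other way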
# Hsp70 act – Hsp70 transcriptional activation, primary screen. activation, % at 10 µM. HeLa Hsp70 promoter luciferase reporter, luminescence; scaled: vehicle 0, proteasome-inhibitor control 100%. 0.04% of 200,000 active;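 active means activation above the mean across all tested compounds plus 3 SD, cutoff set per campaign, cut at about 5.5% in these data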;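 further: 100% = MG132 at 30 µM as the positive control and 0% = DMSO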
# NF-kB neuron act – NF-kB expression increase, human neuronal cells | 1.6% of 190,000 active | AID 1239 | NF-kB reporter expression; hits give high values | fold change at 12.5 µM; in the data active means fold change above about 3.3
# * hit, by the source's call.
no.	canonical_smiles	STAT1 activator	STAT3 activator	APP 5'UTR act	STAT3 blocker	Efa HMGR inh
1	CC(=O)Nc1ccc(N2C(=O)CSC2c2ccccc2[N+](=O)[O-])cc1 (stereo not drawn)	104	97	6	9	-2
2	CCOc1ccc(S(=O)(=O)NN)cc1	99	98	3	3	-9
3	S=c1[nH]c2ncccc2o1	99	100	3	5	-1
4	COc1cccc(C2(O)CCN(C(=O)Cc3cccnc3)CC2)c1	106	99	-10	6	3
5	CCCCNC(=O)c1nnn(-c2ccccc2)c1N	122	105	34	-5	-5
6	CC1CN(C(=O)c2cn3ccccc3n2)CC(C)O1 (stereo not drawn)	108	102	15	2	-12
7	CCOc1ccc(C(=O)Nc2ccc(NC(=O)c3ccco3)c(Cl)c2)cc1Br	95	77	18	30	-8
8	C#CCn1c(=NC(=O)c2cc(-c3cccs3)nc3ccccc23)sc2cc(S(N)(=O)=O)ccc21	98	100	-2	-2	1
9	CC(=O)c1cc(-c2ccccc2)n(CC(=O)Nc2cccc(C)c2C)c1C	103	106	-15	-3	-6
10	O=C1CN(C(=O)COC(=O)C23CC4CC(CC(O)(C4)C2)C3)c2ccccc2N1	100	109	21	-6	-6
11	CN(C)CCOc1nc(-c2ccccc2)nc2c1oc1ccccc12	100	108	4	-3	0
12	CCNC(=S)NCc1ccc2c(c1)OCO2	101	106	-2	-1	-2

no.	DTT redox prof	TLR4 MyD88 comp	STAT1 blocker	Hsp70 act	NF-kB neuron act
1	-1.2	-17	-7	-0.3	1.1
2	0.3	-6	1	-0.1	1.2
3	1.4	7	1	0.2	1.1
4	2.6	-5	-7	0.0	0.89
5	0.4	0	-24	0.0	2
6	-2.4	-6	-7	0.1	1.3
7	-1.3	5	5	0.0	1.1
8	1.9	-4	2	-0.1	1
9	-0.1	-1	-3	-0.5	0.99
10	0.8	-1	0	-0.2	1.3
11	4.0	-2	0	0.2	0.56
12	0.3	-2	-2	-0.2	1.1

# (further entries)
no.	canonical_smiles	STAT1 activator	STAT3 activator	APP 5'UTR act	STAT3 blocker	Efa HMGR inh
13	O=C(NCCN1CCN(c2ccccc2)CC1)C1CCN(S(=O)(=O)c2cccc3nsnc23)CC1	85	99	2	13	0
14	CCN(CC)CCNc1cc(C)nc2c1C(=O)C(=O)C=C2N1CCCCC1	109	91	-67	12	1
15	O=C(NC(=S)Nc1ccc(N2CCCCC2)cc1)c1cccs1	148*	93	136*	17	1
16	CC1(C)C(=O)C2(CCCCC2)C(=O)OC1c1cccn1-c1ccc([N+](=O)[O-])cc1 (stereo not drawn)	100	102	-13	0	-3
17	Cc1nonc1C(=O)N/N=C/c1cccc(O)c1	128	110	10	-12	-9
18	COc1ccc(CCN=C(N)NS(=O)(=O)c2ccc3ccccc3c2)cc1	89	108	5	-8	2
19	C=CCSc1nc(N(CC)CC)c2sccc2n1	102	116	12	-7	-7
20	Cc1cc(OCC(=O)Nc2cccc(S(=O)(=O)NC3=NCCCCC3)c2)ccc1Cl	100	104	12	-10	-4
21	Cc1ccc(C(=O)N/N=C/c2ccc3c(c2)OCO3)o1	138*	131	35	-30	0
22	O=C(NC1c2ccccc2-c2ccccc21)c1ccccc1	105	103	-9	-4	-2
23	COc1ccc(CCNC(=O)NC2CCCCC2)cc1	106	95	6	8	-10
24	Cc1cc([N+](=O)[O-])nn1CC(=O)N1CCOCC1	101	95	0	12	-5

no.	DTT redox prof	TLR4 MyD88 comp	STAT1 blocker	Hsp70 act	NF-kB neuron act
13	-0.9	9	15	0.1	1.1
14	0.6	5	-12	-0.2	0.67
15	-1.3	1	-56	0.2	1.5
16	0.7	7	0	-0.5	0.94
17	0.0	11	-31	-0.2	1.4
18	0.1	-4	13	-0.4	0.94
19	2.7	11	-2	0.4	1.2
20	0.4	-2	-1	-0.3	0.89
21	0.0	-13	-42	0.3	2
22	0.0	13	-6	0.0	1.3
23	-3.0	-22	-6	-0.2	1.1
24	0.6	-1	-3	-0.1	1.1

# Other compounds:
no.	canonical_smiles	STAT1 activator	STAT3 activator	APP 5'UTR act	STAT3 blocker	Efa HMGR inh
25	COc1ccc(C(C)(C)C)cc1NC(=O)CNc1cccc2ccccc12	97	136*	-3	-40	4
26	CCOC(=O)NN1C(=O)c2ccccc2NC1c1ccc(OC)c(OC)c1 (stereo not drawn)	103	108	4	0	0
27	Cc1cccc(Nc2nnc(-c3ccc(N4CCOCC4)c([N+](=O)[O-])c3)c3ccccc23)c1	102	89	10	14	-1
28	O=C(Nc1ccc(N2CCOCC2)c(Cl)c1)c1cccc(F)c1	185*	104	109	-1	-5
29	Cc1cc(C)n2[nH]c(=O)c(N=Nc3ccccc3)c2n1	101	100	-14	6	-6
30	Cc1c(C#N)c(O)n(CCO)c(=O)c1N=Nc1ccc(S(N)(=O)=O)cc1	95	101	14	10	-4
31	CCCCn1c(-c2sccc2C)n[nH]c1=S	94	102	0	3	-4
32	COc1ccc(Cn2nnnc2C(c2ccccc2Cl)N2CCN(C3CCCC3)CC2)cc1 (stereo not drawn)	106	107	18	-3	0
33	CSc1nc(=O)n(-c2ccccc2)c(C)c1C(C)=O	100	102	18	3	-3
34	O=C(Cc1cccs1)Nc1cccc(-c2ccc3nncn3n2)c1	97	94	3	11	-1
35	Cc1ccc(C2(O)CN(c3ccccc3)C3=[N+]2CCS3)cc1 (stereo not drawn)	109	108	21	-11	-4
36	CCOC(=O)c1c(NC(=O)c2cccs2)sc(C)c1CC	100	85	-1	25	2

no.	DTT redox prof	TLR4 MyD88 comp	STAT1 blocker	Hsp70 act	NF-kB neuron act
25	0.4	-10	3	-0.1	0.93
26	-0.1	-9	-5	0.0	1.3
27	0.2	-5	-3	-0.6	0.43
28	0.5	2	-84	-0.2	5.5*
29	-1.8	-6	-1	-0.1	1.2
30	1.5	-4	4	0.2	1
31	0.5	0	5	-0.2	1.2
32	0.0	12	-6	-0.1	0.91
33	0.8	-8	0	0.5	1.4
34	-0.5	9	2	-0.3	0.76
35	0.2	1	-10	0.0	1.1
36	-1.7	14	-1	-0.3	0.87

# The closing 2 records of the part before come first, to join the parts.
no.	canonical_smiles	STAT1 activator	STAT3 activator	APP 5'UTR act	STAT3 blocker	Efa HMGR inh
35	Cc1ccc(C2(O)CN(c3ccccc3)C3=[N+]2CCS3)cc1 (stereo not drawn)	109	108	21	-11	-4
36	CCOC(=O)c1c(NC(=O)c2cccs2)sc(C)c1CC	100	85	-1	25	2
37	CC(O)CN(Cc1cccc(Cl)c1)CC(C)O (stereo not drawn)	91	99	0	4	-10
38	O=C(Nc1ccc2c(c1)OCCO2)c1ccccn1	56	45	107	70*	2
39	CCOCCCNC(=O)C(NC(=O)c1ccc(=O)[nH]c1)c1ccc(Cl)cc1 (stereo not drawn)	99	98	0	8	-4
40	CCNC(=O)NC(=O)C(C)OC(=O)CCCc1nc2ccccc2s1 (stereo not drawn)	98	100	-18	5	4
41	O=S(=O)(c1ccc(F)cc1)N1CCN(Cc2ccccc2C(F)(F)F)CC1	105	97	3	8	-4
42	NC(=O)[C@@H]1CCCNc2c(I)cc([N+](=O)[O-])cc2C(=O)N[C@@H](CO)C(=O)N[C@@H](Cc2ccc(O)cc2)C(=O)N1	102	98	7	-1	-4
43	CCCCN(C)Cc1c(O)ccc2c(-c3ccccc3)cc(=O)oc12	104	115	-1	-18	-3
44	Clc1nnc2ccc(-c3ccccc3)nn12	105	91	-10	16	-2
45	Cc1ccc(S(=O)(=O)NCCCOC(=O)Nc2ccncc2)cc1	99	97	-2	6	-4
46	Cc1cccc(CN(C(=S)Nc2c(C)cccc2C)c2cccnc2)c1	101	97	19	6	-3
47	COc1cc(NC(=O)c2ccco2)c(OC)cc1NC(=O)Nc1ccc(Cl)cc1	96	86	6	20	-2
48	CC1Cc2ccccc2N1S(=O)(=O)c1cccc2nsnc12 (stereo not drawn)	100	100	-4	2	-2

no.	DTT redox prof	TLR4 MyD88 comp	STAT1 blocker	Hsp70 act	NF-kB neuron act
35	0.2	1	-10	0.0	1.1
36	-1.7	14	-1	-0.3	0.87
37	-0.2	28*	7	-0.3	1.2
38	-0.3	-1	47*	-0.2	2.6
39	-3.3	3	1	-0.4	2.1
40	-0.3	1	1	-0.3	0.92
41	-2.7	5	-4	0.1	1.1
42	0.6	-2	-2	-0.1	1.2
43	0.5	-5	-4	-0.4	1.1
44	-0.6	-12	-7	-0.2	1.1
45	1.5	-2	2	-0.4	1.2
46	-0.7	-7	-2	-0.4	1.1
47	-1.1	-3	4	-0.1	1
48	-0.4	-6	0	-0.1	1

# An excerpt from above in order of length of the SMILES, lowest first:
no.	canonical_smiles	STAT1 activator	STAT3 activator	APP 5'UTR act	STAT3 blocker	Efa HMGR inh
37	CC(O)CN(Cc1cccc(Cl)c1)CC(C)O (stereo not drawn)	91	99	0	4	-10
48	CC1Cc2ccccc2N1S(=O)(=O)c1cccc2nsnc12 (stereo not drawn)	100	100	-4	2	-2
39	CCOCCCNC(=O)C(NC(=O)c1ccc(=O)[nH]c1)c1ccc(Cl)cc1 (stereo not drawn)	99	98	0	8	-4

no.	DTT redox prof	TLR4 MyD88 comp	STAT1 blocker	Hsp70 act	NF-kB neuron act
37	-0.2	28*	7	-0.3	1.2
48	-0.4	-6	0	-0.1	1
39	-3.3	3	1	-0.4	2.1

# Further entries
no.	canonical_smiles	STAT1 activator	STAT3 activator	APP 5'UTR act	STAT3 blocker	Efa HMGR inh
49	CC(C)N(Cc1ccccc1)C(=S)Nc1cccnc1	101	102	5	3	4
50	CCOC(=O)/C=C1\SCC(=O)N1CC(=O)NCCc1ccc(F)cc1	100	101	11	-1	1
51	Nc1nc(-c2ccc(Cl)cc2)nn1C(=O)c1ccco1	111	111	-6	-7	-3
52	COC1(NC(=O)c2ccccc2)C(C)=CC(=O)C=C1C	91	94	17	8	-9
53	Cc1ccc(SC(C)C(=O)NC(N)=O)c(C)c1 (stereo not drawn)	99	106	-23	-2	1
54	CN1CCN(S(=O)(=O)c2ccc(N3CCN(C(c4ccccc4)c4ccccc4)CC3)nc2)CC1	109	105	20	3	0
55	COc1ccc(S(=O)(=O)N2CCC(C(=O)NCC(c3cccs3)N(C)C)CC2)cc1 (stereo not drawn)	101	115	-4	-14	-1
56	COc1ccc(OC)c(C2=NOC(C(=O)Nc3cc(C)nn3-c3ccccc3)C2)c1 (stereo not drawn)	106	99	-23	1	1
57	O=C(CCC(=O)NNC(=O)COc1ccccc1)NCc1ccccc1	100	101	14	6	-6
58	O=C(NCc1ccccn1)c1ccc(CNS(=O)(=O)c2ccc(F)cc2)cc1	106	110	18	-10	-1
59	CCC(=O)Nc1c2c(nn1-c1ccc(F)cc1)CS(=O)C2 (stereo not drawn)	101	101	6	8	4

no.	DTT redox prof	TLR4 MyD88 comp	STAT1 blocker	Hsp70 act	NF-kB neuron act
49	-0.6	-3	-4	-0.1	1.2
50	-0.2	6	1	-0.4	1.3
51	-0.1	-1	-10	0.1	1
52	-0.5	6	10	-0.4	1.4
53	0.1	10	3	-0.2	1.2
54	0.1	-10	-9	0.2	0.87
55	-0.9	-5	-1	0.0	0.89
56	-0.5	0	-6	-0.3	0.99
57	-6.3	-2	0	-0.4	1.3
58	0.4	3	-7	0.2	1.1
59	-2.4	8	-1	-0.1	0.94
